MLL CXXC-DNA inh: MLL CXXC-DNA interaction inhibition. Q03164. MLL-CXXC / FITC-HOXA9 DNA fluorescence polarization. Potency, µM (doses to about 115 µM), inactives show at the top dose activity change, negative = inhibition, most hits filed as inhibitors. 0.037% of 290,000 active; active = well fitted inhibition curve with a large enough effect in the polarisation, with a control signal flat, not every such curve was filed as active; inconclusive = small, poorly fitted or top-dose-only effect, or effect the other way, or a change in a side signal; inactive = no such curve, though single readings can be large or run the other way; the % refers to the polarisation; also: potency is read from the fitted curve at half-maximal effect
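Steps: dispense CXXC domain solution (7 uM) → pin compounds or unlabeled HOX-A9 DNA control → 5 min ambient → add FLSN-HOX-A9 solution (50 nM) → spin → 30 min ambient → fluorescence polarization. Tris pH 7.5/NaCl/DTT/BSA buffer.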
MBNL1 CUG block: MBNL1-poly(CUG) RNA binding inhibition; TR-FRET MBNL1-His/biotin-(CUG)12 binding, 665/545 ratio; Q9NR56; AID 2675; Potency, µM (titrated, usually from 57.5 µM), for the others: top-dose activity change, negative = inhibition, most hits filed as inhibitors; 0.036% of 280,000 active; active = well fitted inhibition curve with a large enough effect in the signal ratio, with a control signal flat, not every such curve was filed as active; inconclusive = small, poorly fitted or top-dose-only effect, or effect the other way, or a change in a side signal; inactive = no such curve, though single readings can be large or run the other way; the % refers to the signal ratio; also: potency is read from the fitted curve at half-maximal effect; % is scaled to controls: 0 for no effect and ±100 for the full control effect
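TR-FRET readout: Ex 340 nm, 665/545 nm emission ratio, normalized to buffer-only (basal) and MBNL1-(CUG)12 controls. Complex of MBNL1-His with Biotin-(CUG)12, compounds 92 nM–58 uM, incubated 60 min at room temperature.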
TSHR antag: blocks TSH signaling through the human TSH receptor; P16473; TSHR-expressing cells, TSH-stimulated cAMP HTRF, 2 h; active compounds read low; activity change, negative = inhibition, % at 11.5 µM; 0.2% of 330,000 active; AID 504810;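 active = activity change below a set negative limit, meaning inhibition stronger than a set level, cut at about -70% in these data; inconclusive = activity change between two set negative limits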; also: % is scaled to controls: 0 for no effect and ±100 for the full control effect
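Antagonism was scored as loss of TSH-driven cAMP in TSHR cells, stimulated with 4nM TSH (EC80) for 2 hours at 37 deg C and detected by homogeneous HTRF competition immunoassay.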
a7 integrin act: activators of alpha7 integrin expression for muscular dystrophy | Potency, µM (doses to about 38.3 µM), for inactives: at the highest dose activation, most hits filed as activators | AID 624291 | alpha7betagal myoblasts, beta-gal FDG fluorescence, 48 h | 0.064% of 350,000 active;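 also: potency is read from the fitted curve at half-maximal effect; 100% = response of the positive control SU9516; nearly all actives have a fitted effect of over 60% in size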
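alpha7betagal+/- myoblasts (passage 13, 250/well) treated 48 h at 37C with compounds at 1:260 dilution of DMSO stock. Lysed, then beta-galactosidase activity read as FDG fluorescence (ex 480/em 540) after 30 min, with pre-read for autofluorescence.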
Menin-MLL TR inh: displaces Texas Red mutant MLL peptide from human menin; Menin + Texas Red MLL mutant peptide, fluorescence polarization; Potency, µM (highest dose often 61.6 µM), for inactives: top-dose FP activity change, negative = inhibition, hits mostly inhibitors; 0.23% of 270,000 active; AID 1768; active = well fitted inhibition curve with a large enough effect in the polarisation, with a control signal flat, not every such curve was filed as active; inconclusive = small, poorly fitted or top-dose-only effect, or effect the other way, or a change in a side signal; inactive = no such curve, though single readings can be large or run the other way; the % refers to the polarisation; also: potency is read from the fitted curve at half-maximal effect; % of control where 0% means no effect; many of its hits are not listed in these tables
Mito fusion act: blocks mitochondrial division or promotes mitochondrial fusion; S. cerevisiae fusion-defective mutant growth rescue, CellTiterGlo 48 h; Potency, µM (series often up to 46.1 µM), for the others: at the top dose growth rescue (activation), hits mostly activators; 0.23% of 320,000 active;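 also: potency is read from the fitted curve at half-maximal effect; % of control where 0% means no effect; nearly all actives have a fitted effect of over 45% in size; temperature-sensitive fusion mutants such as fzo1-1 at 37 °C on non-fermentable ethanol glycerol medium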
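Compounds are tested for their ability to restore growth of mitochondrial fusion-defective yeast strains at non-permissive 37C in YPEG medium over 48 hours. Viability is quantified by luciferase luminescence.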
TSG101-PTAP inh: blocks PTAP/TSG101 interaction to inhibit HIV-1 budding; Q99816; Fluorescence polarization, FITC-PTAP peptide / Tsg101 binding; Potency, µM (top dose mostly 115 µM), for inactives: at the highest dose activity change, negative = inhibition, actives largely listed as inhibitors; 340,000 tested, under 10 active; AID 493005; active = well fitted inhibition curve with a large enough effect in the main read-out, with a control signal flat, not every such curve was filed as active; inconclusive = small, poorly fitted or top-dose-only effect, or effect the other way, or a change in a side signal; inactive = no such curve, though single readings can be large or run the other way; also: potency is read from the fitted curve at half-maximal effect; % of control where 0% means no effect
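Compounds were pin-transferred onto Tsg101 binding domain (10 uM final) in HEPES pH 7.5 buffer, then FITC-PTAP peptide was added at 50 nM final. After 20 min at RT, polarization reported peptide displacement across a qHTS concentration series.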
A-T KAP1 phos: potential ataxia-telangiectasia treatments restoring KAP-1 phosphorylation; […] A-T fibroblasts, KAP-1 phosphorylation AlphaLISA; neocarzinostatin DNA damage 30 min before lysis; Potency, µM (top dose mostly 57.5 µM), inactives show top-dose activation, hits mostly activators; 0.19% of 320,000 active; AID 485349; also: potency is read from the fitted curve at half-maximal effect; % of control where 0% means no effect; nearly all actives have a fitted effect of over 45% in size
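hTERT-immortalized A-T patient fibroblasts ([…]), 500 cells/well in OPTI-MEM, 1% FBS, got compounds for 60 min, then NCS for 30 min at 37C. Lysates were then assayed for phospho-KAP-1 by AlphaLISA (anti-pKAP1 donor, anti-KAP1 acceptor beads), 6 hr at 25C.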
TCR act: T cell receptor activation; primary human leukocytes, anti-CD3, IL-2 HTRF, 48 h; Potency, µM (top dose mostly 9.22 µM), inactives show at the highest dose activation of IL-2 secretion, hits mostly activators; 330,000 tested, under 10 active; also: % of control where 0% means no effect
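Human primary leukocytes + a-CD3 beads + cpd, 48 hr; IL-2 in supernatant by HTRF (ex 320nm / em 665nm). No co-stimulatory signal supplied.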
S-ASM inh: human S-ASM enzyme inhibition; P17405; placental ASM, HMU-PC fluorogenic substrate, 60 min; Potency, µM (titrated, usually from 57.5 µM), for inactives: at the highest dose activity change, negative = inhibition, most hits filed as inhibitors; 0.006% of 340,000 active; AID 504937; also: potency is read from the fitted curve at half-maximal effect
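Fluorogenic HMU-PC substrate (9 uM final) is turned over by placental ASM in 60 min at 37 C after a 10 min compound preincubation. Reaction ended by alkaline stop (pH 10), with fluorescence read at 386/447 nm.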
Starred values were filed as active, the others as inactive; ? = inconclusive; · = no result given; [ ] = another dose, or the depositor's remark. Unless noted, calls follow the shape of the dose curve; as a rule, active = well fitted curve in the direction sought with a large enough effect; inconclusive = small, poorly fitted or top-dose-only effect, or another doubt; inactive = no such curve, though single readings can be large; an effect the other way counts as inactive or inconclusive. A portion of the library; count on the stated rates, not on these rows.

Sequence of screens: MLL CXXC-DNA inh	MBNL1 CUG block	TSHR antag	a7 integrin act	Menin-MLL TR inh	Mito fusion act	TSG101-PTAP inh	A-T KAP1 phos	TCR act	S-ASM inh
- O=C(CSc1nc2ccc([N+](=O)[O-])cc2s1)NC1CCS(=O)(=O)C1 (centres undefined)
 : 0%	?	23	-30%	19%	-4%	0%	1%	2%	-1%
- COc1cccc(C(=O)C2CCCN(Cc3cccn3-c3cccnc3)C2)c1 (centres undefined)
 : 0%	-13%	6	-22%	-8%	-4%	0%	8%	·	0%
- CCOC(=O)c1[nH]c(CSc2nnc(-c3ccc(OC)cc3)o2)c(C(=O)OCC)c1C
 : 31%[activator]	6%	0	?	-2%	6%	1%	·	7%	-11%
- COc1ccc(C(=O)Nc2ccccc2)cc1NC(=O)c1cccs1
 : -9%	3%	-3	10%	·	-6%	·	-5%	0%	-4%
- C=CCc1ccc(OCCn2nnc3ccccc32)c(OC)c1
 : 3%	-7%	-21	7%	0%	6%	-4%	12%	10%	-1%
- CC1CCCC(NC(=O)COC(=O)CN2C(=O)C3CCCCC3C2=O)C1C (centres undefined)
 : -1%	-4%	11	9%	-10%	-7%	-1%	0%	-2%[46.1 µM]	1%
- CCCNS(=O)(=O)c1ccc(OCC(=O)N2CCCC2)cc1
 : 1%	-7%	24	-7%	22%	0%	-2%	-1%	-7%	-3%
- O=C(Nc1cnn(Cc2ccc(F)cc2)c1)c1cc(-c2cccs2)on1
 : 39%[activator]	-3%	-1	20%	?	-1%	-4%	·	-48%	2%
- COc1ccc(C(=O)Nc2nc3ccc(S(C)(=O)=O)cc3s2)cc1
 : -1%	?	7	1%	-11%	0%	-2%	3%	9%[46.1 µM]	11%
- CCOC(=O)C(C)N1C(=O)S/C(=C/c2cc(C)n(-c3ccncc3)c2C)C1=O (centres undefined)
 : -2%	?	-3	10%	?	-14%	0%	-5%	-4%	27%

The closing 3 records of the section before lead into the next.
Sequence of screens: MLL CXXC-DNA inh	MBNL1 CUG block	TSHR antag	a7 integrin act	Menin-MLL TR inh	Mito fusion act	TSG101-PTAP inh	A-T KAP1 phos	TCR act	S-ASM inh
- O=C(Nc1cnn(Cc2ccc(F)cc2)c1)c1cc(-c2cccs2)on1
 : 39%[activator]	-3%	-1	20%	?	-1%	-4%	·	-48%	2%
- COc1ccc(C(=O)Nc2nc3ccc(S(C)(=O)=O)cc3s2)cc1
 : -1%	?	7	1%	-11%	0%	-2%	3%	9%[46.1 µM]	11%
- CCOC(=O)C(C)N1C(=O)S/C(=C/c2cc(C)n(-c3ccncc3)c2C)C1=O (centres undefined)
 : -2%	?	-3	10%	?	-14%	0%	-5%	-4%	27%
- Cn1nc(C(F)(F)F)c2cc(NC(=O)OCC(C)(C)C)sc21
 : -4%	-3%	-33	19%	40%[activator]	0%	-3%	2%	-19%	-4%
- Cc1ccc(S(=O)(=O)c2nc(-c3cccs3)oc2N2CCC(C(N)=O)CC2)cc1
 : ·	·	-2	23%	·	·	-4%	2%	4%	-4%
- CCOc1cc(N2CCOCC2)c(OCC)cc1NC(=O)C(NC(=O)c1c(F)cccc1F)C(C)C (centres undefined)
 : ·	·	·	-1%	·	·	0%	·	5%	0%
- COc1ccc(CCNC(=O)CN(C)S(=O)(=O)c2cccc3nsnc23)cc1OC
 : -10%	?	6	0%	6%	-2%	-6%	2%	-1%	0%
- Cc1c(NS(=O)(=O)c2ccc(NC(=O)CCC(=O)O)cc2)c(=O)n(-c2ccccc2)n1C
 : -5%	0%	3	11%	7%	6%	0%	16%	-1%	2%
- Cc1ccc(C(=O)NCCN2CCOCC2)cc1C
 : 5%	-10%	0	29%	12%	2%	-3%	-3%	-6%	0%
- C[C@@H](NC(=O)OC(C)(C)C)c1nnc(S(=O)(=O)Cc2ccccc2)o1
 : -15%	7%	-30	-23%	·	-4%	-1%	?	-1%	3%
- COCCn1c(SCC(=O)Nc2ccc(C)cc2C)nc2c(oc3ccccc32)c1=O
 : -1%	·	23	19%	-1%	-11%	-7%	1%	-10%[46.1 µM]	2%
- Nc1ncnc2c1ncn2[C@@H]1O[C@H](CNS(=O)(=O)c2ccc3c(c2)CCN(C(=O)C(F)(F)F)C3)[C@@H](O)[C@H]1O
 : ·	·	3	0%	·	·	-3%	15%	-1%[46.1 µM]	0%
- CC(Oc1cccc(Cl)c1)C(=O)Nc1cc(S(=O)(=O)N2CCOCC2)ccc1N1CCCCC1 (centres undefined)
 : ·	·	-16	6%	·	?	-4%	-7%	0%	-10%
- COc1ccc(N(C(=O)Cn2nnc(-c3ccc(C)o3)n2)C(C(=O)NC2CCCC2)c2ccncc2)cc1 (centres undefined)
 : -4%	-1%	3	-28%	-4%	-3%	-4%	8%	-1%	-4%
- COC(=O)[C@H](CC(C)C)NC(=O)Cn1cnc2c(NCc3ccccc3)ncnc21
 : ·	·	11	-23%	·	·	-1%	4%	-14%[46.1 µM]	-1%
- O=C(COc1ccc(S(=O)(=O)N2CCCC2)cc1)Nc1ccc(F)cc1
 : 2%	2%	-6	29%	-1%	2%	-3%	-1%	-3%	0%
- COC(=O)c1ccc(C)c(N(CCO)CCO)c1
 : -10%	-3%	2	-8%	14%	0%	-3%	9%	3%	2%
- Cc1onc(-c2c(F)cccc2Cl)c1C(=O)N1CCCc2ccccc21
 : -1%	-9%	-2	-8%	-8%	6%	-5%	7%	-2%	-3%
- C=CCn1c(CNS(=O)(=O)c2ccc(Cl)cc2)n[nH]c1=S
 : 11%	-1%	-6	-14%	·	-1%	-5%	4%	1%	3%
- O=C(O)COc1ccccc1/C=C1\SC(=S)N(NC(=O)c2ccccc2O)C1=O
 : ·	·	-8	-21%	·	1%	4%	-11%	-14%	-5%
- COc1ccccc1Nc1ncnc2c1cnn2-c1cccc(C)c1
 : 1%	-11%	18	24%	?	-4%	1%	-2%	-8%	-11%
- Cc1cc2ncc(C(N)=O)cn2n1
 : 0%	1%	-8	6%	-5%	-1%	-11%	-1%	6%	9%
- Cc1ccc2nc(SCC(=O)c3ccc(Cl)cc3)nc(=O)n2c1
 : ·	·	-15	-25%	·	5%	1%	4%	-4%	-1%
- COCC(C)NC(=O)Cc1ccc(F)cc1 (centres undefined)
 : 11%	-4%	11	-25%	1%	-3%	-2%	9%	-18%[46.1 µM]	4%
- COc1ccc(NC(=O)CCNS(=O)(=O)c2ccc(C)c(C)c2)cc1OC
 : 1%	6%	0	-1%	4%	3%	-6%	-5%	4%	0%
- C=CCN([C@@H](CC(C)C)C(=O)OC)S(=O)(=O)N(CC=C)[C@@H](CC(C)C)C(=O)OC
 : ·	·	-17	-10%	·	-6%	-3%	23%	6%	2%
- COCCN(C(=O)CNC(=O)c1ccco1)C(C(=O)NC1CCCC1)c1cccc(OC)c1 (centres undefined)
 : -2%	-9%	7	-17%	4%	13%	-5%	6%	0%	3%[11.5 µM]
- COc1cccc(CN2CCNC(=O)C2CC(=O)NCC(C)(C)N2CCOCC2)c1OC (centres undefined)
 : 13%	3%	27	25%	·	0%	-3%	10%	3%	4%
- Cc1cc(=O)[nH]c2cc(O)ccc12
 : -2%	-9%	5	15%	-2%	-1%	-6%	3%	·	320%[activator]
- COC(=O)c1c(C)oc2ccc(N(C(=O)c3ccncc3)S(=O)(=O)c3ccc(C)cc3C)cc12
 : 1%	·	-6	-29%	-8%	22%	1%	-1%	-3%[46.1 µM]	1%
- Nc1c(C(=O)Nc2ccc(Cl)c(C(=O)O)c2)sc2nc3c(cc12)CCCC3
 : -18%	?	2	-1%	·	4%	-5%	11%	-2%	249%[activator]
